RXFP1 antagonist: antagonists of human relaxin receptor RXFP1 | Q9HBX9 | HEK293-RXFP1, relaxin-stimulated cAMP HTRF, 30 min; hits give low values | activity change, negative = inhibition, % at 57.5 µM | 350,000 tested, 0.59% active;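 active = activity change of -60% or lower, but not beyond a set lower limit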; also: % is scaled to controls: 0 for no effect and ±100 for the full control effect
D2 antagonist: D2 dopamine receptor (human) antagonism. P14416. HEK293 TREx D2 cells, calcium flux, dopamine EC80. inhibition, % at 10 µM. 340,000 tested, 2% active. AID 485344; in the data active = inhibition above about 30%; also: 0% is about no effect
Target sequence (P14416 whole entry, looked up): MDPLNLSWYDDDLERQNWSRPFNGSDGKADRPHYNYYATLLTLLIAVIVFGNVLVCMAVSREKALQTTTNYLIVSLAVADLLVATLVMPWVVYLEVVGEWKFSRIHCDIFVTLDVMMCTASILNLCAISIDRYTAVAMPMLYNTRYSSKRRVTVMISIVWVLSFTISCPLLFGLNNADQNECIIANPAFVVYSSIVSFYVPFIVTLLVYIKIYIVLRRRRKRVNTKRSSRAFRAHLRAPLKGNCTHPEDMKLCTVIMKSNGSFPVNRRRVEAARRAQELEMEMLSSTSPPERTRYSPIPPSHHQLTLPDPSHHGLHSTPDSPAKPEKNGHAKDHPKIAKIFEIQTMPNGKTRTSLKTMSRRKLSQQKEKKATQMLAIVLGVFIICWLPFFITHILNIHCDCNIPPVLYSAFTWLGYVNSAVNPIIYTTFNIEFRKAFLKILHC
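Inhibition of EC80 dopamine-driven calcium flux, recorded kinetically, defines activity here; cells are a tetracycline-induced HEK293 T-REx line expressing force-coupled D2.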
D1 PAM: potentiators of human D1 dopamine receptor | P21728 | HEK293 TREx D1 cells, calcium flux, dopamine EC20 potentiation | potentiation, % at 10 µM | 360,000 tested, 0.036% active; in the data active = potentiation above about 30%; also: 0% is about no effect
D1 ag: human D1 receptor agonism | P21728 | HEK293 T-REx D1 cells, calcium flux, agonist mode | activation, % at 2 µM | 360,000 tested, 1% active; in the data active = activation above about 30%; also: 0% is about no effect
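Inducible HEK293 T-REx D1 cells, force-coupled to calcium signalling, were plated at 4000 cells/well with tetracycline and held overnight at 30 C. After no-wash calcium dye loading, compound-evoked calcium rise over 180 s flagged agonists.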
TRHR PAM: allosterically enhances the human TRH receptor. TRHR cells, fluo-8 calcium fluorescence, EC20 TRH enhancement. enhancement, % at 2 µM. 360,000 tested, 0.66% active; in the data active = enhancement above about 30%; also: 0% is about no effect
Target sequence (P34981 whole entry, looked up): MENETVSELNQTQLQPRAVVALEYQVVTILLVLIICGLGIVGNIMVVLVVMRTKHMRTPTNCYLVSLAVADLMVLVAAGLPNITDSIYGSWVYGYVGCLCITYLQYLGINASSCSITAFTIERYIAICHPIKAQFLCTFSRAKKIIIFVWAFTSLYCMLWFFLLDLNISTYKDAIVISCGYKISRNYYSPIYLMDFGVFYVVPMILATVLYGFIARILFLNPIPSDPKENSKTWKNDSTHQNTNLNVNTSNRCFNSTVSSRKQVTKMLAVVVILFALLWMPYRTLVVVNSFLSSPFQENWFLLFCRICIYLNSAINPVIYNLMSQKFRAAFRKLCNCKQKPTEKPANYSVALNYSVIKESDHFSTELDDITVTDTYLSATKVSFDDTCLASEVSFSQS
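Enhancer read-out: after compound pinning and an initial kinetic agonist-mode read, an EC20 of TRH (10 nM final) was injected and fluo-8 calcium signal (Ex 480/Em 530) followed at 1 s/cycle for 100 cycles in TRHR-expressing cells.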
RXFP1 agonist: agonists of human relaxin receptor RXFP1; Q9HBX9; HEK293T-RXFP1 cAMP TR-FRET, 30 min; response scale: percent of porcine relaxin response, buffer zero; Potency, µM (series often up to 57.5 µM), inactives show at the top dose activation, usual class: activators; 370,000 tested, 0.3% active; active = well fitted activation curve with a large enough effect; also: potency is read from the fitted curve at half-maximal effect; % is scaled to controls: 0 for no effect and ±100 for the full control effect; nearly all actives have a fitted effect of over 60% in size; many of its hits are not listed in these tables
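Agonist response is measured as cAMP accumulation in an RXFP1-transfected HEK293T line under PDE4 inhibition. Values are scaled between buffer-only and 29 nM porcine relaxin, and EC50s come from standard Hill equation fits.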
D2 PAM: positive allosteric modulators of human D2 dopamine receptor | potentiation, % at 10 µM | 340,000 tested, 0.34% active | AID 485347 | HEK293 T-REx D2, calcium flux, EC20 dopamine potentiation | P14416;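 active = potentiation over 3 SD above the plate norm, cut at about 30% in these data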; also: 0% is about no effect
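Cells plated with tetracycline inducer and held overnight at 30 C; calcium dye loaded 30–90 min at room temperature; baseline taken, compound added and read 180 s; EC20 dopamine then added and read 180 s.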
D2 agonist: agonists of human D2 dopamine receptor; P14416; HEK293 T-REx D2 cells, calcium flux agonist mode; activation, % at 2 µM; 340,000 tested, 0.53% active;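 active = activation over 3 SD above normal in the single-dose calcium agonist read, cut at about 30% in these data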; also: 0% is about no effect
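Agonism is scored from calcium flux in a force-coupled, inducible HEK293 cell line expressing D2, read kinetically for 180 s after compound addition against dopamine controls.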
D1 antagonist: human D1 dopamine receptor antagonism | P21728 | HEK293 TREx D1 cells, calcium flux, dopamine EC80; hits give low values | activity change, negative = inhibition, % at 10 µM | 360,000 tested, 3.2% active | AID 504652; in the data active = activity change below about -30%; also: % is scaled to controls: 0 for no effect and ±100 for the full control effect
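Tetracycline-induced HEK293 Trex D1 cells, force-coupled to calcium, dye-loaded; compounds added and read 180 s, then EC80 dopamine added and calcium flux tracked kinetically another 180 s.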
Numbers without * were called inactive; x = not tested or not shown.

smiles	RXFP1 antagonist	D2 antagonist	D1 PAM	D1 ag	TRHR PAM	RXFP1 agonist	D2 PAM	D2 agonist	D1 antagonist
CCc1ccc(-c2csc(NC(=O)COC(=O)CCc3nc4ccccc4s3)n2)cc1	x	16	-9	0	-8	1.6%	-10	-0.3	3
O=C(OCc1nnc(-c2ccccc2)o1)c1ccc([N+](=O)[O-])o1	40	-9	-3	6	5	-0.3%	-8	-1.5	5
Cc1cc(C)n(-c2ccc(NC(=O)C3CCCCN3Cc3cccc4c3OCO4)cc2)n1 (stereo not drawn)	-22	0	1	3	30*	0.5%	3	-1.1	3
COc1ccc(NC(=O)C2COc3ccccc3O2)cc1 (stereo not drawn)	6	-1	4	6	-2	0.3%	0	1.2	-18
CCC(NC(=O)CNC(=O)CNC(=O)c1ccc(Cl)cc1Cl)c1ccc(C)cc1 (stereo not drawn)	0	-10	-4	-3	-6	-0.4%	4	0.7	4
CC1=C(C(=O)OCc2ccccc2)C(c2ccc([N+](=O)[O-])cc2)NC(=O)N1C (stereo not drawn)	1	-14	-3	1	-3	3.4%	13	1.0	-5
COc1cccc(NC(=O)NCCCSC2CCCCC2)c1	-39	-25	-2	7	3	-2.1%	4	-0.1	-5
CCC1CN(C(=O)Nc2cccc3c2CCCC3)c2cc(C)ccc2O1 (stereo not drawn)	-73*	x	-2	0	-2	1.5%	4	0.0	-60*
CC(C)CCn1c(NCCc2ccccc2)nc2c1c(=O)n(C)c(=O)n2C	x	18	-6	0	-1	0.4%	12	1.1	13
Cc1c(C(N)=O)sc(N)c1C(=O)OC(C)C	-6	14	-3	2	7	5.2%	-2	0.4	-21
O=C(CCCOc1ccc(Cl)cc1Cl)N1CCc2ccccc2C1	-10	7	-5	33*	13	-1.4%	11	-0.5	0
O=C(CN1CCN(c2ncccn2)CC1)NCCC1=CCCCC1	-20	18	-4	0	0	-0.6%	-2	-0.6	5
Cc1cccc(NC(=O)CSC2=NN3CCCC(=O)N=C3S2)c1C	x	22	-8	1	-3	9.0%	-4	-0.1	-33*
COc1ccc(Cl)cc1NC(=O)NCc1cccnc1	1	-5	-8	4	1	-2.0%	13	-1.4	-1
Cc1ccc(Cc2cc(C)n[nH]c2=O)cc1	-3	3	4	0	4	-0.6%	5	0.3	22
O=C(N1CCOCC1)N1CCN(c2ccccn2)CC1	-2	3	0	2	5	-0.8%	-6	-0.5	-3
Cc1cc(C)cc(Nc2ncnc3sc4c(c23)CCCC4)c1	x	x	1	3	-2	-4.3%	-7	-0.8	13
CC(C)CNc1nnnc2c1sc1nc(N3CCOCC3)c3c(c12)CC(C)(C)SC3	-16	14	-8	0	-1	1.2%	6	0.7	3
CCOc1ccc(CN(C)CC(=O)NCc2ccccc2Cl)cc1	-34	26	-4	4	1	2.9%	2	-1.1	7
COc1cc(OC)c2ccc(=O)oc2c1C(CCN1CCCC1)c1ccc2c(c1)OCO2 (stereo not drawn)	x	-2	-8	1	1	-1.4%	-15	0.1	9
C=C(C)C(C)(C#CCN1CCCC1)OC(C)=O (stereo not drawn)	13	-3	-5	2	-4	-0.6%	-6	0.9	12
Cc1ccc(-c2noc(CSc3nnc(-c4ccncc4)n3-c3ccc(C)cc3)n2)cc1	5	9	-4	5	1	-0.4%	-9	0.8	-1
CCOc1ncccc1C(=O)N(C)CC(=O)Nc1ccc(C)cc1	-3	10	6	4	9	-1.5%	3	0.4	-9
Cc1nc2scc(C)n2c(=O)c1S(=O)(=O)NCC1CCN(Cc2ccc(Cl)cc2)CC1	3	x	6	13	-4	13%	x	x	13
CCSC(=Nc1ccccc1)C1=C(O)COC1=O	1	22	-3	2	-3	0.2%	-2	0.1	11
CC(C)[C@H](NC(=O)[C@H](Cc1ccccc1)n1c(=O)[nH]c2ccccc2c1=O)C(=O)N[C@@H](Cc1ccccc1)C(=O)O	x	1	11	4	9	-0.9%	8	0.2	7
O=C(N/N=C/c1ccc([N+](=O)[O-])cc1)c1[nH]ncc1Br	1	-2	0	-5	-1	0.7%	-3	-0.4	0
O=C(C1CCN(S(=O)(=O)c2cccc([N+](=O)[O-])c2)CC1)N1CCOCC1	-6	-17	-2	0	10	1.1%	12	2.2	3
CCc1ccccc1OCCCCCNCCO	-11	6	-5	3	3	-0.1%	-9	0.1	-13
CC1CCCCN1S(=O)(=O)c1csc(C(N)=O)c1 (stereo not drawn)	16	11	26	2	1	5.3%	11	0.0	42

Structures above that contain two or more sulfur atoms:
smiles	RXFP1 antagonist	D2 antagonist	D1 PAM	D1 ag	TRHR PAM	RXFP1 agonist	D2 PAM	D2 agonist	D1 antagonist
CCc1ccc(-c2csc(NC(=O)COC(=O)CCc3nc4ccccc4s3)n2)cc1	x	16	-9	0	-8	1.6%	-10	-0.3	3
Cc1cccc(NC(=O)CSC2=NN3CCCC(=O)N=C3S2)c1C	x	22	-8	1	-3	9.0%	-4	-0.1	-33*
CC(C)CNc1nnnc2c1sc1nc(N3CCOCC3)c3c(c12)CC(C)(C)SC3	-16	14	-8	0	-1	1.2%	6	0.7	3
Cc1nc2scc(C)n2c(=O)c1S(=O)(=O)NCC1CCN(Cc2ccc(Cl)cc2)CC1	3	x	6	13	-4	13%	x	x	13
CC1CCCCN1S(=O)(=O)c1csc(C(N)=O)c1 (stereo not drawn)	16	11	26	2	1	5.3%	11	0.0	42

Further records:
smiles	RXFP1 antagonist	D2 antagonist	D1 PAM	D1 ag	TRHR PAM	RXFP1 agonist	D2 PAM	D2 agonist	D1 antagonist
Cc1ccc(C2CC(c3ccc(C)cc3)n3nc(N)nc3N2)cc1 (stereo not drawn)	-2	3	-3	0	-6	0.1%	-7	0.3	15
COc1ccc(N2CC(NC(=O)c3ccc(S(=O)(=O)N4CCCCC4)cc3)CC2=O)cc1 (stereo not drawn)	-14	x	0	1	-3	-0.2%	-6	0.6	x
Cc1nc2scc(C)n2c(=O)c1S(=O)(=O)N1CCN(c2ccccc2F)CC1	-8	-3	-1	4	8	6.7%	-3	0.4	-16
COc1ccc(CCNC(=O)c2ccc3c(c2)CCN3S(=O)(=O)c2ccccc2)cc1	-12	x	-2	6	-2	-0.2%	-1	-0.1	-8
Cc1cc(NC(=O)CSc2nnc(-c3ccncc3)n2-c2ccc(F)cc2)no1	5	-3	0	2	0	0.1%	11	0.2	6
CCOC(=O)CN(c1ccccc1)S(=O)(=O)c1ccc(F)cc1	0	-10	-4	3	2	-2.5%	14	-0.1	1
O=C(C1=NN(c2ccccc2)C2C(=O)N(c3ccccc3Cl)C(=O)C12)c1ccccc1 (stereo not drawn)	-12	-3	-5	193*	5	1.8%	-10	30	-10
Cc1ccc(C)c(C(=O)CCC(=O)O)c1	-13	-21	-1	1	11	3.2%	11	1.9	-20
COc1ccc(/C=N/c2oc(C)c(C)c2C#N)c(OC)c1	-5	7	-4	3	3	2.0%	-7	0.2	-4
CCOC(=O)[C@H]1[C@H]2COc3ccc(Cl)cc3[C@@H]2N2C(=O)CNC(=O)[C@@]12C	x	3	0	-2	0	-1.4%	3	0.4	x
Cn1c(SCC(=O)Nc2ccc3c(c2)OCO3)nnc1-c1cnccn1	-5	8	0	1	-4	2.3%	0	0.0	10
COc1ccccc1-c1nc(-c2ccccn2)no1	x	21	x	2	1	0.0%	-14	0.5	3
Cc1ccc(F)cc1NC(=O)CCOc1ccccc1	-10	32*	-7	6	-7	0.7%	-6	-0.8	-31*
COc1cc(NC(=O)Cn2c(=O)n(Cc3ccccc3)c(=O)c3oc4ccccc4c32)cc(OC)c1	-10	x	-3	2	-1	0.7%	3	0.8	-2
CCCCCn1c(=O)c(C(=O)c2ccccc2)nc2ccccc21	-5	1	-1	3	-8	-0.1%	16	-0.1	7
CC(C)(C)n1ncc2c(=O)n(CC(=O)NCCc3ccccc3)cnc21	4	x	1	2	9	-0.2%	-8	-0.3	-4
CCOC(=O)c1cc2sccc2n1CC(=O)C(C)(C)C	-12	x	-4	8	-2	0.1%	x	x	-4
Cc1ccc(C(=O)CCS(=O)(=O)c2ccc(Cl)cc2)cc1	4	3	-5	3	-1	4.0%	7	-1.2	-10
Cc1ccc(C(=O)N2CCNC(=O)C2CC(=O)Nc2ccc(F)cc2)cc1C (stereo not drawn)	-3	9	-5	2	-3	0.2%	-2	0.1	2
Cc1c(Cc2ccccc2)c(=O)oc2cc(OCc3ccc(C(=O)O)cc3)ccc12	-24	x	7	2	2	5.6%	x	x	8
CCOc1ccc(C(=O)Nc2cccc(-c3ccc4nncn4n3)c2)cc1	15	-19	-2	-1	19	0.8%	2	-0.9	0
Nn1cnnc1N/N=C/c1cccc(Cl)c1Cl	14	-5	0	0	0	0.8%	9	-0.1	2
COC(=O)CSC1=C(C#N)C(c2ccccc2OC)C(C(=O)OC)C(=O)N1 (stereo not drawn)	12	-4	2	-1	2	0.1%	21	-0.1	5
CC(C)(C)C(=O)Cn1c(=O)n(CCCCCC(=O)NCc2ccc3c(c2)OCO3)c(=O)c2sccc21	-13	x	3	0	6	0.4%	1	-1.0	2
CCCOC(=O)/C(=C\C=C\c1ccco1)NC(=O)c1ccccc1	-20	0	-5	0	-6	-2.3%	-5	-0.2	34
Cc1cccc(/C=N\N=C\c2cccc(C)c2)c1	-9	-2	3	1	2	-5.5%	7	0.3	4
Cc1ccccc1NC(=O)C1CCCN1/C=C/C(=O)C(F)(F)F (stereo not drawn)	6	5	3	0	1	-1.8%	0	0.9	4
Cc1cccc(N2C(=O)c3cccc4cccc(c34)C2=O)c1	1	-1	-24	4	1	2.8%	-1	0.9	-12
Cc1cc(Br)ccc1NC(=O)CN(C)C(=O)CN1C(=O)NC2(CCCC2)C1=O	-9	7	-2	0	0	1.4%	11	0.0	2
COC(=O)C1=NN(C(=O)c2ccccc2)C(O)(c2ccc([N+](=O)[O-])cc2)C1 (stereo not drawn)	-16	12	-7	86*	-13	3.0%	-2	13	-2
COc1ccc(S(=O)(=O)NCc2nc(-c3ccccc3)no2)cc1	11	x	-2	3	1	-3.6%	13	-0.4	3
CCOCCCN(C)C1CCN(C(=O)c2oc3ccccc3c2NC(=O)COc2ccc(F)cc2)CC1	-13	50*	-1	3	-12	2.1%	-26	0.7	0
CC12CCC(C(=O)Nc3ccccc3-n3cccc3)(CC1=O)C2(C)C (stereo not drawn)	-31	19	2	-1	-3	1.0%	-3	0.1	3
O=C(CC1C(=O)NCCN1Cc1ccc(-c2ccccc2)cc1)NCC1CCOCC1 (stereo not drawn)	4	8	-1	3	-2	4.8%	-3	-0.2	1

Only part of the results is shown; count on the stated rates, not on these rows.
